# KDM5B inhibitor – KDM5B demethylase inhibition; Q9UGL1; KDM5B demethylase, FDH-coupled NADH fluorescence (FDH is formaldehyde dehydrogenase); Potency, µM (top dose mostly 57.7 µM), without a hit: at the highest dose activity change, negative = inhibition, most hits filed as inhibitors; 220,000 tested, 2.6% active; active = well fitted inhibition curve with a large enough effect; inconclusive = small, poorly fitted or top-dose-only effect; inactive = no such curve, though single readings can be large or run the other way; note: 0% is about no effect; nearly all actives have a fitted effect of over 70% in size
#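 Compound dilutions met 200 nM (final) KDM5BΔAP for 10 min at room temperature before substrate addition. The substrate mix held 12.5 µM H3K4me3 with cofactors 25 µM α-ketoglutarate and 50 µM Fe²⁺. NADH signal gain over 30 min defined activity.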
# Active calls of the source: *; ? = inconclusive; & = joins results of further samples; [ ] = another dose, or the depositor's remark. Potency is the fitted concentration of half-maximal effect.
KDM5B inhibitor	Compound
?	Cc1noc(C)c1-c1cc(-c2ccc(CN(C)C)cc2)cn2cncc12
-4.0%	CC(C)c1cc(-c2nc(-c3ccc4c(c3)OCO4)no2)n[nH]1
-3.8%	O=C(NCc1ccccc1)NCC1(c2ccccc2)CC1
18.5%	CC(C)c1cc(CNC(=O)C2CCC(=O)N(Cc3ccccc3F)C2)on1 (centres undefined)
?	COc1ccc(CNC(=O)CCCn2nc(C)c3sc4ccccc4c3c2=O)cc1OC
-24.2%	Cc1cc(-c2ccc(C)c(S(=O)(=O)NCc3cccc(Br)c3)c2)on1
?	COCCNC(=O)Cc1ccc(N(Cc2ccc(F)cc2)C(=O)c2ccco2)cc1
-15.8%	Cc1cc(C)c2oc(-c3cccc(NC(=O)C(C)C)c3C)nc2c1
18.8%	O=C(/C=C/c1ccccc1)N1CCCC1
18.8%	CN(Cc1ccccc1F)C(=O)COC(=O)CCN=C1NS(=O)(=O)c2ccccc21
-11.9%	COc1ccc(Cl)cc1N(CC(=O)NCc1ccncc1)S(=O)(=O)c1ccc(C)cc1
20.4%	CCc1ccc(Cl)c(CC)c1NC(=O)C1CC2CCC(C1)C21SCCS1 (centres undefined)
-9.4%	Cc1cccc(N(CC(=O)NCCSCc2ccccc2)S(=O)(=O)c2ccccc2)c1C
1.9%	Cc1c(Cl)cccc1NC(=O)N1CC(C(=O)N(C)C)C2(CCOCC2)C1 (centres undefined)
-1.2%	O=C(NCC(O)c1ccccc1C(F)(F)F)c1cccnc1 (centres undefined)
-13.2%	CC(=O)N1CCCc2ccc(NS(=O)(=O)c3cccc(Cl)c3)cc21
40.1%[activator]	Cc1ccc(Cl)c(OC(C)C(=O)NN)c1 (centres undefined)
-6.3%	CCN(CC)c1ccc(NC(=O)CN2CCN(c3ccccc3F)CC2)cc1
26.9%	COc1cccc(NC(=O)CSc2cccc[n+]2[O-])c1
48.9%[activator]	CCc1nc(C)sc1CNC(=O)[C@H]1CNC[C@H](C(=O)N2CCCC2)C1
?	Cc1ccccc1-c1nc(S(=O)(=O)c2ccc(F)cc2)c(N(C)C)o1
-12.2%[86.2 µM]	Cc1cccc(CN2CCc3ncc(C(=O)NCc4ccccc4)n3CC2)n1
?	O=C(COc1ccc(Cl)c2cccnc12)N1CCOCC1
23.2%	COC[C@@H]1CN(C(=O)COc2ccc(Cl)cc2C)C[C@H]1C(N)=O

# The last 2 entries of the part above are carried over, then new ones follow.
KDM5B inhibitor	Compound
?	O=C(COc1ccc(Cl)c2cccnc12)N1CCOCC1
23.2%	COC[C@@H]1CN(C(=O)COc2ccc(Cl)cc2C)C[C@H]1C(N)=O
20.0%	CCN(CC)C(=O)N1CCC(Oc2ccc(-c3noc(COC)n3)cc2)C1 (centres undefined)
12.0%	C=CCc1cc(/C=C(/C#N)c2nc3cc(C)c(C)cc3[nH]2)cc(OC)c1OC
-16.4%	COc1ccccc1N1CCN(C2CCCN(C(=O)c3ccc4nc(C)[nH]c4c3)C2)CC1 (centres undefined)
20.1%	Cc1ccc(C(=O)N2CC(C(=O)NC3CCCCC3)C3(CCOCC3)C2)cc1F (centres undefined)
?	CC(C)c1nc2c(c(-c3ccc(Cl)cc3)n1)CCN(Cc1ccc(F)cc1)CC2
-31.7%	CC(C)c1nc2ccccc2n1CCNC(=O)CC[C@H]1NC(=O)c2ccccc2NC1=O
6.6%[149 µM]	O=C1NCC2(CCN(Cc3ccccc3)CC2)Oc2ccccc21
5.7%[115 µM]	O=C1NCc2ccccc2CC12CCN(Cc1cccc(OC(F)(F)F)c1)C2 (centres undefined)
?	Cc1ccccc1-c1nc(C#N)c(NCCCN(C)C)o1
-1.4%	COc1ccc(N2CCN(Cc3cc4c(cc3Br)OCCO4)CC2)cc1
?	CCCCC(=O)Nc1cc(-c2nc3cccnc3s2)ccc1C
-22.3%	Oc1ccc(Cl)cc1C=NCc1ccc(F)c(Cl)c1
-19.9%	Cc1cccc(CC(=O)N2CCC[C@H](n3c(=O)n(Cc4ccccc4)c4cccnc43)C2)c1
34.3%	O=C(NCCc1noc(-c2ccccc2)n1)c1ccccc1
-24.2%	O=C(c1cccc(C(F)(F)F)c1)N1CCN(C2CCN(Cc3cccnc3)C2=O)CC1 (centres undefined)
10.4%	Clc1cc(Cl)c(N/N=C/c2ccc(Br)cc2)c(Cl)c1
-13.1%	NC1CCc2nn(CC3CC3)c(=O)n2CC1 (centres undefined)
25.0%	CCCCOCCCNC(=O)CCC(=O)NCCC1=CCCCC1
?	COc1ccc(-c2c(C)c3ccc(O)cc3oc2=O)cc1OC
13.9%	Cn1nc(-c2ccc(NC3CCCCC3)c([N+](=O)[O-])c2)c2ccccc2c1=O
13.8%&-8.5%	Cc1nnc(NC(=O)CSc2nccn2-c2ccc(Cl)cc2)s1
2.5%	CCOc1ccc2nc(N3CCCC(C(=O)NCc4ccc(OC)cc4)C3)sc2c1 (centres undefined)
-26.0%	CCn1c(C(=O)OC)c(NC(=O)C2CCOC2)c2cc(NC(C)Cc3ccccc3OC)cnc21 (centres undefined)
-13.4%	COc1ccccc1OC1CCN(Cc2ccccc2C#N)CC1
-25.9%	O=C(c1ccsc1)N1CCC(N2CC3CC(C2)[C@H]2CCCC(=O)N2C3)CC1 (some centres undefined)
-26.3%	CSc1cccc(NC(=O)C2CCCN(C(=O)c3cnn(-c4ccc(F)cc4)c3-n3cccc3)C2)c1 (centres undefined)
11.0%	Cc1nc(NC2CCCC2)sc1C(=O)NCc1ccncc1
3.2%	C/C(=N\NC(=O)c1cccc(C)c1)c1ccc(-c2ccccc2)cc1
?	COc1ccc(-c2cc(C(F)(F)F)nc(S(=O)(=O)CCC(=O)Nc3ccc(C)cc3)n2)cc1
-12.8%	O=C(CCc1conc1-c1ccccc1)NCc1ccco1
10.4%	COc1ccccc1/C=C/CN1CCC(n2cc(CN(C)C)nn2)CC1
31.5%	CC(=O)Nc1ccc(-c2csc(Nc3ccccn3)n2)cc1
-21.7%	COc1ccc(-c2cn3nc(N4CCCC(C(=O)Nc5cc(Cl)ccc5OC)C4)sc3n2)cc1 (centres undefined)
-8.6%	Fc1ccccc1CNC(=S)NCCc1ccccc1
-6.5%	CC(OC(=O)c1cc(=O)c2ccccc2o1)C(=O)Nc1ccc(C(F)(F)F)cc1 (centres undefined)
-3.6%	O=C(c1cccc(F)c1)N1C[C@@H](CO)[C@H](c2nc(C3CC3)no2)C1
13.3%[115 µM]	O=C(Nc1ccc(F)cc1)N[C@@H]1C[C@H](CO)[C@@H](O)[C@H]1O
-19.5%	COc1cc(C2C(C(=O)OCC(C)C)=C(C)N=C3SCCC(=O)N32)ccc1OCc1ccccc1 (centres undefined)
-3.4%	Cc1nnc(NC(=O)C[C@H]2NC(=O)c3ccccc3NC2=O)s1
2.9%	O=C(CSc1ccc2ccccc2n1)Nc1ccc2c(c1)OCCCO2
-0.1%	Cn1nccc1C(=O)N1CCn2c(nnc2[C@@H]2C[C@@H](O)CN2Cc2ccccc2)C1
?	COc1cccc(Oc2c(C)oc3c(CN4CCCC4)c(O)ccc3c2=O)c1
?	Cc1cccc(OCc2ccc(-c3nc(C#N)c(NCCN(C)C)o3)o2)c1
-14.6%	COc1cc(Cl)c(C)cc1NC(=O)CN1C(=O)NC2(CCC(C)CC2)C1=O (centres undefined)
-20.1%	Cc1ccc(C)c(CN2C(=O)C3(c4ccccc42)N(c2ccc(Cl)cc2)C(=O)CS3(=O)=O)c1 (centres undefined)
-16.9%	COC(=O)c1sc(=S)n(-c2ccc(Br)cc2)c1N
4.0%	CC(C)NC(=O)C(=O)Nc1sc2c(c1C#N)CC(C)(C)OC2
-8.5%	O=C(c1cc(F)ccc1F)N1CCN(C(=O)c2nnn3c2COC(c2ccc(Cl)cc2)C3)CC1 (centres undefined)
?	CC1=C[C@@H](CN2CCN(C)CC2)[C@H](C(C)C)C[C@H]1Cc1nnc(-c2ccc(N(C)C)cc2)o1
-3.0%	C=CCOc1ccccc1NC(=O)c1cccc(C)c1
-3.6%	C#CCNC(=O)CNC(=O)CCc1ncc(-c2ccccc2)o1
-2.9%	Cn1nc(CC(=O)N(Cc2ccc(F)cc2)C2CC2)c2ccccc2c1=O
-19.8%	O=C(CN(Cc1ccco1)S(=O)(=O)c1ccccc1)N1CCN(C(=O)c2cccs2)CC1
-21.4%	Cc1cccc(-c2ocnc2C(=O)NCCc2ccccc2C)c1
0.6%	Cc1ccc(OCC(=O)N2N=C(c3ccncc3)CC2(O)C(F)(F)F)cc1C (centres undefined)
-27.4%	CC(=O)N1CCc2c(nc(-c3ccccn3)nc2N(C)CCCN(C)C)C1
-54.3%	N#CC(C(N)=O)=C1CCCCC1
-19.8%	O=C(Cn1cc(S(=O)(=O)Cc2cccc(Cl)c2)c2ccccc21)Nc1ccccc1Cl
?	CC(CO)Nc1ncnc2c1CN(C1CCCNC1)C(=O)CN2C (centres undefined)
-3.4%	Cc1ccc(Nc2ccc(N3CCN(S(=O)(=O)c4ccc(Cl)c(Cl)c4)CC3)nn2)cc1

# Remaining list, next part:
KDM5B inhibitor	Compound
23.6%	CN(C)c1cc(-c2ccc([N+](=O)[O-])cc2)oc(=O)c1Cl
1.0%	CCOc1ccc(NC(=O)N2CCC(N(C)C(C)C)CC2)cc1
-24.3%	COc1cccc(S(=O)(=O)N2CCCC(c3nc(CCOCC4CC4)no3)C2)c1 (centres undefined)
-14.8%	COc1ccc(S(=O)(=O)N2Cc3ccccc3CC2C(=O)Nc2ccc(C)cc2C)cc1OC (centres undefined)
-1.8%	CNc1c(NC(=O)NCc2cccc(OC)c2)c(=O)oc2ccccc12
-18.5%	Cc1ccc(C2Cn3nnc(C(=O)NC4CCCCCC4)c3CO2)cc1 (centres undefined)
-13.5%	NC1CCc2nn(CC(=O)N(Cc3ccccc3)Cc3ccco3)c(=O)n2CC1 (centres undefined)
-17.4%	Cc1ccc(S(=O)(=O)N2CCCc3cc(NS(=O)(=O)c4cc(C)ccc4C)ccc32)cc1
-17.2%	COCCCNCc1cccc2ccccc12
35.6%	Cc1nc(C)n(C(C)CNS(=O)(=O)c2ccc(Cl)cc2)n1 (centres undefined)
5.9%	Cc1nc([C@@H]2CN(C(=O)CCc3c[nH]c4ccccc34)C[C@H]2C(N)=O)n[nH]1
-5.7%	OCCN(CCO)CC(O)COc1cccc2ccccc12 (centres undefined)
10.2%	Cc1ccc(-c2[nH]c(-c3ccc(F)cc3)nc2SCC(=O)Nc2nccs2)cc1
0.4%	Cc1ccc(NC(=O)CSc2nc3c(c(=O)[nH]2)CCC3)cc1Cl
?	COc1ccc(F)c(CN2CCCN3CCC[C@H]3C2)c1Cl
-33.9%	O=C(/C=C/c1ccc([N+](=O)[O-])cc1)c1ccccc1
18.1%	Cc1cc(COc2ccccc2)oc1C(=O)N1CC[C@@](C)(O)[C@@H](O)C1
3.9%[86.2 µM]	O=C1Nc2ccccc2OCC12CCN(Cc1ccccn1)CC2
5.5%	O=C(CCn1cccc(C(F)(F)F)c1=O)Nc1cccc(C(F)(F)F)c1
24.0%	COC(=O)c1ccc(CN2CCC(n3nccc3NC(=O)Cc3ccccc3)CC2)cc1
-1.1%	Cc1cccnc1NC(=O)CCNC(=O)c1ccc(Cl)cc1
?	Cc1cccc(OCC(=O)Nc2c(C)ccc3nsnc23)c1C
10.4%	O=C(Nc1cccc(F)c1)c1ccc2c(c1)CCC2
3.7%	CC(C)CNC(=O)[C@@H]1CSC2c3ccccc3C(=O)N21 (some centres undefined)
-1.0%	CCOc1ccc2nc(N3CCN(C(=O)c4ccc5c(c4)CCCC5)CC3)sc2c1
5.6%&-21.1%	COc1ccc(NC(=O)C(Cc2ccccc2)n2cccc2)c(OC)c1 (centres undefined)
15.0%	COCCN(CC(=O)Oc1ccccc1P(=O)(OC)OC)Cc1ccccc1
-1.3%	CCCNc1c(NC(=O)Nc2ccccc2OCC)c(=O)oc2ccccc12
?	CC(C)(C)c1cc(Cn2cc(C3CCCNC3)nn2)[nH]n1 (centres undefined)
-17.0%	COc1ccc(Cl)cc1NC(=O)Cn1c(=O)c(-c2ccccc2NC(C)=O)nc2ccccc21
11.5%	O=C(CSc1nnc(N2CCOCC2)n1-c1cccc(F)c1)Nc1ccc2c(c1)OCCO2
?	NNC(=O)c1oc2nc(-c3ccco3)cc(-c3ccco3)c2c1N
-12.1%	CCCN1C(SCC(=O)N(CC)CC)=NS(=O)(=O)c2ccccc21
17.3%	COc1cccc(CNC(=O)CN2CCCc3nc(C4CC4)ncc3C2=O)c1OC
12.3%	CCC(C)NC(=O)C(NC(=O)c1ccc(C)cc1)C1CCN(C(=O)CC(C)(C)C)CC1 (centres undefined)
-16.4%	Cc1ccc(C)c(NC(=O)CSc2nc(=O)n(CCN(C)C)c3c2CCC3)c1
2.0%	CC(C)(C)C(=O)Cn1c(=O)n(-c2ccc(Cl)cc2)c(=O)c2c3c(sc21)CCCC3
16.1%	COc1ccc(C(=O)Oc2ccccc2-c2ccccc2)cc1Br
-1.7%&8.1%	COc1ccc(Oc2c(C(F)(F)F)oc3cc(OCC(=O)O)ccc3c2=O)cc1

# Quoted at random: 7 compounds from above, in no set order.
KDM5B inhibitor	Compound
17.3%	COc1cccc(CNC(=O)CN2CCCc3nc(C4CC4)ncc3C2=O)c1OC
16.1%	COc1ccc(C(=O)Oc2ccccc2-c2ccccc2)cc1Br
?	CC(C)(C)c1cc(Cn2cc(C3CCCNC3)nn2)[nH]n1 (centres undefined)
-1.0%	CCOc1ccc2nc(N3CCN(C(=O)c4ccc5c(c4)CCCC5)CC3)sc2c1
-1.7%&8.1%	COc1ccc(Oc2c(C(F)(F)F)oc3cc(OCC(=O)O)ccc3c2=O)cc1
-1.3%	CCCNc1c(NC(=O)Nc2ccccc2OCC)c(=O)oc2ccccc12
5.6%&-21.1%	COc1ccc(NC(=O)C(Cc2ccccc2)n2cccc2)c(OC)c1 (centres undefined)

# Screening data (PubChem BioAssay)

# The list is partial. The share of hits here may be higher or lower than overall.
